Compound activity (PubChem)
Her2 expr inh: lowers expression of human Her2 kinase; AID 645; P04626; hit rate 0.69% among 65,000; HER2 level % of control, % at 10 µM; SKBR-3 HER2 protein level, AlphaScreen, 18-24 h; stronger effect = lower value;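 active = HER2 level under 5% of the carrier-only control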;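 note: 100% = DMSO carrier and 0% = 500 nM PU-H71 HSP90 inhibitor; lower value means stronger loss of Her2 protein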
CatB mixtures: inhibitors of human cathepsin B in compound mixtures; Purified cathepsin B, AMC dipeptide fluorescence; inhibition, %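 (ten-compound pools at 5 µM per compound and 50 µM total)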; hit rate 0.06% among 62,000; P07858; in the data active = inhibition above about 22%, passing the limit was not always enough;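 note: 0% = enzyme without compound and 100% = no enzyme blank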
CatB block: human cathepsin B inhibition; purified cathepsin B, fluorogenic substrate, fluorescence; P07858; hit rate 0.1% among 63,000; inhibition, %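 (tested at 10 µM)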; in the data active = inhibition above about 21%;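 note: 0% = enzyme with no compound and 100% = no enzyme blank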
CatL inh: blocks human cathepsin L protease activity; P07711; purified cathepsin L, fluorogenic substrate, fluorescence; inhibition, %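 (tested at 10 µM)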; hit rate 0.17% among 58,000; AID 460; in the data active = inhibition above about 45%;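 note: 0% = enzyme with no compound and 100% = no enzyme blank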
Target sequence (P07711 114-288 limits assumed): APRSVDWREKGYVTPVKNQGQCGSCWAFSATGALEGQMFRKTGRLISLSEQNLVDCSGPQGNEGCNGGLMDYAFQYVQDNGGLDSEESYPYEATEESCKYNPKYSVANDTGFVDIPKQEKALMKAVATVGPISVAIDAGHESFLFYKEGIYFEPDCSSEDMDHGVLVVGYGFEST
Target sequence (P07711 292-333 limits assumed): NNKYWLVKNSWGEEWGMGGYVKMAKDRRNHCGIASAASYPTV
Cathepsin G inh: cathepsin G (human) inhibition; AID 581; purified enzyme, AMC-tetrapeptide fluorescence, pooled mixtures; inhibition, % at 5 µM (by protocol); P08311; hit rate 0.2% among 62,000;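 active = inhibition above 20% in each of the two mixture wells holding the compound; inactive = inhibition of 20% or less in either well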;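 note: 0% = enzyme control without mixture and 100% = blank lacking enzyme; strong numbers were not always called active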
CatS block: human cathepsin S inhibition; P25774; recombinant cathepsin S, AMC dipeptide fluorescence, pooled mixtures; inhibition, %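 (tested at 5 µM per compound within 10-compound mixtures)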; hit rate 0.06% among 62,000; AID 501; in the data active = inhibition above about 32%, passing the limit was not always enough;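 note: 0% = enzyme without compound and 100% = blank without enzyme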
ROCK2 blocker: blocks human Rho kinase 2 activity | purified ROCK2, Kinase-Glo ATP depletion luminescence | inhibition, % at 6 µM | AID 604 | hit rate 0.35% among 60,000;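 active = inhibition above the screen-wide mean inhibition plus 3 SD, cut at about 18% in these data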;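 note: plate controls were DMSO wells for no effect and Y-27632 control wells after no-enzyme background subtraction for full effect; many of its hits are not listed in these tables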
C1s inh: human complement C1s inhibition | P09871 | mean inhibition % of two 10-compound mixtures (stronger effect = higher value), % at 5 µM (by protocol) | hit rate 0.16% among 62,000 | AID 538 | purified C1s, fluorogenic AMC substrate, pooled mixtures;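 active = inhibition above 20% in each of the two 10-compound mixture wells holding the compound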;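 note: 0% = enzyme wells lacking compound mixture and 100% = no-enzyme blank wells; some compounds called inactive have numbers as strong as hits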
Target sequence (P09871 16-437 limits assumed): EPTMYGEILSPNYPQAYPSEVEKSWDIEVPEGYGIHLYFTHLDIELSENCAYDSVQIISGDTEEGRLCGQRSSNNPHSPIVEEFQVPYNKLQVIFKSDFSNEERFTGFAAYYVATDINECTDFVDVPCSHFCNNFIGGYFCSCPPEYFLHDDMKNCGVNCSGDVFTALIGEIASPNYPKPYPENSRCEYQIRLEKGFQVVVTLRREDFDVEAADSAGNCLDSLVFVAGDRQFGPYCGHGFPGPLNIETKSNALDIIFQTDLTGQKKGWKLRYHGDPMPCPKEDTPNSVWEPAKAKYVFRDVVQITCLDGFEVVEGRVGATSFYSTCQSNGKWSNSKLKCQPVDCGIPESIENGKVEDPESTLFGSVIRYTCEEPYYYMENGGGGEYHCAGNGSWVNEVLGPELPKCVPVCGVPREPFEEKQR
Target sequence (P09871 438-688 limits assumed): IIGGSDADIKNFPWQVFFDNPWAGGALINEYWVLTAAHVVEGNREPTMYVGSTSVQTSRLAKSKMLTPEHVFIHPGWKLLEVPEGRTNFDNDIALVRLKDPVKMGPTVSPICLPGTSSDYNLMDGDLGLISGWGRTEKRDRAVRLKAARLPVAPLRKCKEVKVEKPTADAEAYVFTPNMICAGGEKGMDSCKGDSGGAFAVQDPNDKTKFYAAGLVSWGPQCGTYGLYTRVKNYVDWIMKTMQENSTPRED
PKA kinase inh: inhibitors of human protein kinase A; hit rate 0.1% among 65,000; AID 524; PKA Kemptide phosphorylation, Kinase-Glo ATP luminescence; P17612; inhibition, % at 6 µM;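 active = inhibition above the screen-wide mean inhibition plus 3 SD, cut at about 21% in these data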; note: many of its hits are not listed in these tables
The depositor's hits bear a star. A portion of the library; count on the stated rates, not on these rows.

CCn1cc(C(=O)NCC2CCCO2)c(=O)c2cc(S(=O)(=O)N(C)C)ccc21 (stereo not given) was read as Her2 expr inh 76, CatB mixtures 3, CatB block 5, CatL inh 1, Cathepsin G inh -8, CatS block 11, ROCK2 blocker 6, C1s inh -18 and PKA kinase inh 6.
`O=C(OCC#CCSc1nnc(-c2ccccc2)o1)c1cccs1` gave Her2 expr inh 117, CatB mixtures 2, CatB block 1, CatL inh -5, Cathepsin G inh 10, CatS block 19, ROCK2 blocker 2, C1s inh 16 and PKA kinase inh 3.
CCC(=O)N1CCN(c2ccccc2NC(=O)COc2ccccc2Cl)CC1 was read as Her2 expr inh 76, CatB mixtures 7, CatB block 7, CatL inh -1, Cathepsin G inh -17, CatS block 16, ROCK2 blocker 0, C1s inh -23 and PKA kinase inh 7.
`CCn1c(Cc2ccc(OC)cc2)nnc1SCC(=O)Nc1nc2ccccc2s1` gave Her2 expr inh 76, CatB mixtures 7, CatB block 1, CatL inh 3, Cathepsin G inh 1, CatS block 4, ROCK2 blocker -1, C1s inh -19 and PKA kinase inh 2.
Screening CCc1nc(SCC(=O)NCCc2ccccc2)n[nH]1 returned Her2 expr inh 153, CatB mixtures 20, CatB block 7, CatL inh -4, Cathepsin G inh -2, CatS block 9, ROCK2 blocker 7, C1s inh -1 and PKA kinase inh 10.
Screening O=C(NCc1ccco1)c1ccc2c(c1)C(=O)c1ccccc1-2 returned Her2 expr inh 92, CatB mixtures 0, CatB block 6, CatL inh -1, Cathepsin G inh 8, CatS block -1, ROCK2 blocker 3, C1s inh -38 and PKA kinase inh 3.
`COC(=O)COc1ccc(S(=O)(=O)Nc2ccc3c(c2)OCCO3)cc1Cl` gave Her2 expr inh 77, CatB mixtures 0, CatB block 0, CatL inh -8, Cathepsin G inh -15, CatS block -3, ROCK2 blocker 1, C1s inh -14 and PKA kinase inh -1.
`O=C(Nc1nccs1)c1c(O)c2cccc3c2n(c1=O)CCC3` gave Her2 expr inh 38, CatB mixtures 4, CatB block 4, CatL inh -8, Cathepsin G inh 14, CatS block 2, ROCK2 blocker 8, C1s inh 18 and PKA kinase inh -2.
Screening O=C(Nc1cccc(Cl)c1)N1CCN(C/C=C/c2ccccc2)CC1 returned Her2 expr inh 65, CatB mixtures 0, CatB block 1, CatL inh 4, Cathepsin G inh -6, CatS block 3, ROCK2 blocker 4, C1s inh -68 and PKA kinase inh 3.
`CC(=O)c1ccccc1OCCCN1CCCCC1` gave Her2 expr inh 127, CatB mixtures 5, CatB block -1, CatL inh 14, Cathepsin G inh -1, CatS block 10, ROCK2 blocker -4, C1s inh -31 and PKA kinase inh 6.
O=C(CN1CCC(c2nc3ccccc3[nH]2)CC1)Nc1ccc2c(c1)OCO2 was read as Her2 expr inh 82, CatB mixtures 1, CatB block 3, CatL inh 17, Cathepsin G inh 4, CatS block 11, ROCK2 blocker 2, C1s inh 6 and PKA kinase inh 13.
`Cc1nc(NC(=O)c2csc3ccccc23)sc1C` gave Her2 expr inh 152, CatB mixtures -13, CatB block 1, CatL inh 6, Cathepsin G inh 4, CatS block -8, ROCK2 blocker -1, C1s inh -52 and PKA kinase inh 4.
`COc1ccc(-c2nc3ncccn3c2Nc2ccc3c(c2)OCCO3)cc1` gave Her2 expr inh 75, CatB mixtures -1, CatB block 3, CatL inh -1, Cathepsin G inh 4, CatS block -21, C1s inh -11 and PKA kinase inh -12.
Cc1[nH]c2ccc(-c3nnc(SCC(=O)N4CCCc5ccccc54)o3)cc2c1C was read as Her2 expr inh 86, CatB mixtures -3, CatB block 2, CatL inh 15, Cathepsin G inh -1, CatS block 9, ROCK2 blocker 4, C1s inh -6 and PKA kinase inh 5.
COCC(N)(c1ccccc1)c1nc2ccccc2n1C (stereo not given) was read as Her2 expr inh 79, CatB mixtures 1, CatB block 1, CatL inh 28, Cathepsin G inh -3, CatS block 3, ROCK2 blocker 6, C1s inh -6 and PKA kinase inh 12.
CCC(CC)c1nnc(NC(=O)c2c(-c3ccccc3)noc2C)s1 was read as Her2 expr inh 118, CatB mixtures -1, CatB block 1, CatL inh 8, Cathepsin G inh -3, CatS block 0, ROCK2 blocker 4, C1s inh -16 and PKA kinase inh 6.
Screening O=C1CCCN1CCCNc1ncnc2c1[nH]c1ccc(Cl)cc12 returned Her2 expr inh 116, CatB mixtures 4, CatB block -6, CatL inh -4, Cathepsin G inh 1, CatS block 11, ROCK2 blocker 1, C1s inh -3 and PKA kinase inh -3.
Screening COc1ccc(NC(=O)N2CCC(c3ccccc3)C2)c(OC)c1 (stereo not given) returned Her2 expr inh 101, CatB mixtures 2, CatB block -1, CatL inh 2, Cathepsin G inh -1, CatS block 1, ROCK2 blocker -1, C1s inh 2 and PKA kinase inh 9.
For Cc1ccc(C2NC(=O)c3ccccc3N2)s1 (stereo not given) the results were Her2 expr inh 78, CatB mixtures -6, CatB block -1, CatL inh -8, Cathepsin G inh -7, CatS block 3, ROCK2 blocker 2, C1s inh -19 and PKA kinase inh 3.
Screening Cc1ccc(S(=O)(=O)N2CCN(C)CC2)cc1-c1nnc2c3ccccc3c(C)nn12 returned Her2 expr inh 113, CatB mixtures -3, CatB block -1, CatL inh 19, Cathepsin G inh 8, CatS block 2, ROCK2 blocker 3, C1s inh 1 and PKA kinase inh 6.
Screening Nc1cc(=O)[nH]c(SCc2nnc(-c3ccccc3)o2)n1 returned Her2 expr inh 102, CatB mixtures -1, CatB block 1, CatL inh 4, Cathepsin G inh -8, CatS block -1, ROCK2 blocker -2, C1s inh -9 and PKA kinase inh 4.
For COc1ccc(CN2CCN(C(=O)c3ccco3)CC2)cc1 the results were Her2 expr inh 98, CatB mixtures 52, CatB block 1, CatL inh 5, Cathepsin G inh 8, CatS block 55, ROCK2 blocker 12, C1s inh 1 and PKA kinase inh 6.
`CCOc1cc(C(=O)Nc2ccc(N3CCN(S(C)(=O)=O)CC3)cc2)cc(OCC)c1OCC` gave Her2 expr inh 62, CatB mixtures 6, CatB block -2, CatL inh 8, Cathepsin G inh 2, CatS block 17, ROCK2 blocker 5, C1s inh 3 and PKA kinase inh 2.
O=C(c1cccs1)N1CCCC(c2nc(-c3ccc(F)cc3)no2)C1 (stereo not given) was read as Her2 expr inh 91, CatB mixtures -3, CatB block 0, CatL inh -7, Cathepsin G inh 4, CatS block -8, ROCK2 blocker -1, C1s inh 4 and PKA kinase inh 0.
Screening O=C(NCCCN1CCOCC1)c1csc2c1CCCC2 returned Her2 expr inh 95, CatB mixtures 4, CatB block -1, CatL inh -11, Cathepsin G inh 11, CatS block 0, ROCK2 blocker 5, C1s inh 10 and PKA kinase inh 1.
For CCCc1nc(SCC(=O)c2ccc(OC)cc2)c2c(=O)n(C)c(=O)n(C)c2n1 the results were Her2 expr inh 116, CatB mixtures 3, CatB block -1, Cathepsin G inh -2, CatS block -2, ROCK2 blocker 4, C1s inh -2 and PKA kinase inh 5.
Cc1nc(/C=[N+](\[O-])C(C)(C)/C=N/O)n(O)c1C was read as Her2 expr inh 103, CatB mixtures 1, CatB block 7, CatL inh 6, Cathepsin G inh 9, CatS block -6, ROCK2 blocker 5, C1s inh -31 and PKA kinase inh 5.
`Cc1nnc(SCc2ccc(Cl)cc2)n1CC1CCCO1` (stereo not given) gave Her2 expr inh 134, CatB mixtures 0, CatB block 2, CatL inh 4, Cathepsin G inh 8, CatS block -5, ROCK2 blocker -13, C1s inh 5 and PKA kinase inh -2.
COc1cc(N)ccc1NC(=O)c1cccs1 was read as Her2 expr inh 88, CatB mixtures 5, CatB block -3, CatL inh -12, Cathepsin G inh 0, CatS block 8, ROCK2 blocker 2, C1s inh 0 and PKA kinase inh 14.
Screening CCOC(=O)c1sc2nc(N3CCOCC3)c3c(c2c1N)CCC3 returned Her2 expr inh 112, CatB mixtures 2, CatB block -2, CatL inh -352, Cathepsin G inh -6, CatS block -24, ROCK2 blocker 4, C1s inh -45 and PKA kinase inh 4.
For COCC(C)NC(=O)c1cc(-c2ccc(O)cc2)on1 (stereo not given) the results were Her2 expr inh 84, CatB mixtures 0, CatB block 2, CatL inh 8, Cathepsin G inh 10, CatS block 5, ROCK2 blocker -1, C1s inh 10 and PKA kinase inh 4.
`Cc1ccc(S(=O)(=O)N(C)Cc2ccc(-c3nnc4n3CCC4)cc2)cc1` gave Her2 expr inh 79, CatB mixtures 2, CatB block -3, Cathepsin G inh -1, CatS block -4, ROCK2 blocker 3, C1s inh -21 and PKA kinase inh 1.
Screening O=C(CSc1nc2ccccc2c(=O)[nH]1)c1ccc(O)c(O)c1 returned Her2 expr inh 96, CatB mixtures 3, CatB block 6, CatL inh -5, Cathepsin G inh 6, CatS block 0, ROCK2 blocker 7, C1s inh 15 and PKA kinase inh 9.
Screening Clc1ccc(-c2nnc(-c3ccc(Br)o3)o2)c(Cl)c1 returned Her2 expr inh 66, CatB mixtures 3, CatB block 0, CatL inh -7, Cathepsin G inh 11, CatS block 7, ROCK2 blocker 6, C1s inh 10 and PKA kinase inh 11.
`Cc1nn(C)c(C)c1S(=O)(=O)NC1CCCc2ccccc21` (stereo not given) gave Her2 expr inh 87, CatB mixtures 0, CatB block 1, CatL inh -1, Cathepsin G inh -2, CatS block -7, ROCK2 blocker 0, C1s inh -1 and PKA kinase inh 9.
Cc1ccc(C)c(CSc2nnc([C@@H](N)C(C)C)o2)c1 was read as Her2 expr inh 100, CatB mixtures 3, CatB block -6, CatL inh -7, Cathepsin G inh 1, CatS block 1, ROCK2 blocker 6, C1s inh 2 and PKA kinase inh -1.
`Cc1ccc2c(c1)nnn2C1CCN(S(=O)(=O)c2ccc(C(=O)N3C(C)CCCC3C)cc2)CC1` (stereo not given) gave Her2 expr inh 78, CatB mixtures 2, CatB block 3, CatL inh 10, Cathepsin G inh 2, CatS block 10, ROCK2 blocker 0, C1s inh -22 and PKA kinase inh -2.
Screening Cc1cc(C)c2c(CN3CCN(C/C=C/c4ccccc4)CC3)cc(=O)oc2c1 returned Her2 expr inh 96, CatB mixtures 5, CatB block 4, CatL inh 5, Cathepsin G inh 12, CatS block 3, ROCK2 blocker 8, C1s inh 7 and PKA kinase inh 8.
`COc1ccc2c(c1)SC1=NCCS(=O)(=O)N12` gave Her2 expr inh 55, CatB mixtures 3, CatB block 6, CatL inh -1, Cathepsin G inh 8, CatS block 1, C1s inh 14 and PKA kinase inh 11.
Screening CCC(Sc1ncccc1C(=O)O)C(=O)N1CCOCC1 (stereo not given) returned Her2 expr inh 106, CatB mixtures 5, CatB block 5, CatL inh 2, Cathepsin G inh 16, CatS block -4, ROCK2 blocker 5, C1s inh 11 and PKA kinase inh 6.
For O=C(CN(Cc1ccco1)C(=O)CNS(=O)(=O)c1ccc(Cl)cc1)NC1CCCCC1 the results were Her2 expr inh 63, CatB mixtures -3, CatB block 4, Cathepsin G inh 2, CatS block 10, ROCK2 blocker -3, C1s inh -25 and PKA kinase inh -9.
Screening CCC(C)NC(=O)CCCCCn1c(=O)[nH]c2cc(OC)c(OC)cc2c1=O (stereo not given) returned Her2 expr inh 79, CatB mixtures 11, CatB block -4, CatL inh -9, Cathepsin G inh 0, CatS block -3, C1s inh 0 and PKA kinase inh 3.
Screening O=C(CSCc1ccccn1)Nc1ccccc1 returned Her2 expr inh 86, CatB mixtures 4, CatB block 8, CatL inh 9, Cathepsin G inh -6, CatS block 22, ROCK2 blocker 14, C1s inh 25 and PKA kinase inh 5.
For CCOc1ccc(OCC)c(NC(=O)C2CCCN(S(=O)(=O)c3c(C)noc3C)C2)c1 (stereo not given) the results were Her2 expr inh 66, CatB mixtures 3, CatB block 1, CatL inh 25, Cathepsin G inh 15, CatS block 5, ROCK2 blocker 4, C1s inh -8 and PKA kinase inh 8.
`CC(C)(C)c1cc(C(=O)N2CCN(c3ncccn3)CC2)ccn1` gave Her2 expr inh 88, CatB mixtures 3, CatB block 5, CatL inh -10, Cathepsin G inh 9, CatS block 1, ROCK2 blocker 0, C1s inh 11 and PKA kinase inh 5.
